# NTR1 ag = agonists of NTR1, primary screen, imaging, U2OS cells, beta-arrestin-GFP, high content (AID 493036); 0.17% of 330,000 active; activation, % at 20 µM; NTR1-U2OS beta-arrestin-GFP spot imaging, agonist mode;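 active = activation at or above 40% of the spot to cytoplasm intensity ratio, with at least 20 cells analyzed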;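 also: 0% = DMSO without peptide and 100% = 100 nM NTR1 peptide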
# Target sequence (P30989 whole entry, looked up): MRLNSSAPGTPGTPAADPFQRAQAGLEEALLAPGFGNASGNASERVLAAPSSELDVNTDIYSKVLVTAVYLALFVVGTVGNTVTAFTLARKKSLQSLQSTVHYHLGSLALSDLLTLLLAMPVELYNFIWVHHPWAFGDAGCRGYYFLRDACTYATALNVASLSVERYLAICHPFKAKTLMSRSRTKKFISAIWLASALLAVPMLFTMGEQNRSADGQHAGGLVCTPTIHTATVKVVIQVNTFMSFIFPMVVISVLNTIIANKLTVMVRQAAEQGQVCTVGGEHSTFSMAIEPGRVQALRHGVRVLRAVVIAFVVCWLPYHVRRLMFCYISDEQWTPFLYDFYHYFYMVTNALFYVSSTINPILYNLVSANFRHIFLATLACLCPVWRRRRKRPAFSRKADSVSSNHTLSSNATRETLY
# GPR35 arrestin U2OS = GPR35 antagonists blocking zaprinast-driven arrestin recruitment, primary screen, imaging, U2OS, beta-arrestin-GFP, zaprinast agonist (AID 2058) | U2OS GPR35 beta-arrestin-GFP translocation imaging, zaprinast antagonism; higher % means a stronger effect | inhibition, % at 10 µM, or IC50 in µM where a hit was titrated | 0.052% of 290,000 active;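 active = inhibition of at least 50% with at least 30 cells and total cytoplasm GFP at most 10,000,000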
# WT yeast gro inh = growth inhibition of WT yeast, mitochondrial fusion screen | 2.1% of 190,000 active | inhibition, % at 10 µM | mitochondrial fusion phenotypic screen, WT strain; in the data active = inhibition above about 58%; tested in S. cerevisiae
# LYP phosphatase = PTPN22 lymphoid phosphatase activity blockers – biochemical, fluorescence intensity, uHTS (AID 1779). inhibition, % at 11.5 µM; hits with a dose series show IC50 in µM. recombinant LYP phosphatase, fluorescence intensity; higher % means a stronger effect. 0.054% of 290,000 active; in the data active = inhibition above about 50%;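 also: plate controls were vehicle with enzyme for no effect and no enzyme for full effect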
# NS5 inhibitors = Dengue-2 NS5 methyltransferase inhibitors, primary screen, biochemical, confirmation dose response (AID 588689) | Dengue-2 NS5 methyltransferase capping enzyme assay, biochemical; higher % means a stronger effect | 0.3% of 340,000 active | one-dose inhibition, % at 25 µM; IC50 in µM for titrated hits; in the data active = a potency from the dose series
# K1F lysis inhibition = inhibition of K1F phage lysis, E. coli UTI89, bacterial capsule biogenesis inhibitors, alamar blue (AID 488966) | E. coli UTI89 K1F phage lysis, alamar blue, 2 h; higher % means a stronger effect | one-dose inhibition, % at 100 µM; IC50 in µM for titrated hits | 0.02% of 340,000 active;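 active = phage lysis inhibition, versus mean bacterial control, above a set limit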;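 also: capsule biogenesis inhibitors block K1F phage lysis so surviving cells raise fluorescence; higher fluorescence means more inhibition of phage lysis; actives were called in the ten point dose series up to 300 µM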
# Autophagy HCS = modulators of autophagy | MEF GFP-LC3 puncta imaging; test concentration mostly 10 µM | calls only at 10 µM (by protocol) | 0.98% of 190,000 active | AID 463193;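 active = percentage of spot-positive cells more than 3 SD above its plate mean, without a fluorescence outlier flag or 80% toxicity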;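 also: spot-positive cell cutoff set from DMSO-treated cells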
# AID2073 = disruptors of CaV2.2 binding to Mint1 – biochemical, HTRF (AID 2073); 0.19% of 290,000 active; inhibition, % at 20 µM; hits with a dose series show IC50 in µM; HTRF protein-protein interaction, Mint1-CaV2.2; higher % means a stronger effect; in the data active = inhibition mostly above about 51%, no sharp cut-off; also: some results filed as inactive read as strong as hits
# RSV antiviral HEp-2 = inhibition of RSV-induced cytopathic effect – HEp-2 cells, primary 10 µM value included (AID 2391); HEp-2 cells, RSV-induced CPE inhibition; higher % means a stronger effect; one-dose CPE inhibition, % at 10 µM; IC50 in µM for titrated hits; 0.13% of 310,000 active; in the data active = a potency from the dose series; also: strong numbers were not always called active
# WT yeast gro inh mutant strain = second read-out of WT yeast gro inh, no call of its own (marks repeat the call); inhibition, %; mitochondrial fusion phenotypic screen, mutant strain inhibition
# Autophagy HCS cell loss 18 h = second read-out of Autophagy HCS, no call of its own (marks repeat the call); toxicity, %; measured here: cell loss, nuclei count;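 cell loss after 18 h compound exposure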
# NTR1 ag cell count 20 µM = recorded beside NTR1 ag, whose call it bears; cell count; measured here: cell count, cytotoxicity flag
# NS5 inhibitors pilot replicate = further read-out of NS5 inhibitors, marked with its call; inhibition, %; measured here: pilot screen replicate inhibition
# The depositor's hits bear a star; i = inactive; nt = no result given; [ ] = remark or other dose.
# The opening 3 entries, ahead of the listing:
SMILES,NTR1 ag,NTR1 ag cell count 20 µM,GPR35 arrestin U2OS,WT yeast gro inh,WT yeast gro inh mutant strain,LYP phosphatase,NS5 inhibitors,K1F lysis inhibition,Autophagy HCS,Autophagy HCS cell loss 18 h,AID2073,RSV antiviral HEp-2,others
Cc1cccc(NS(=O)(=O)c2nnc(NC(=O)c3ccc(C)c(C)c3)s2)c1,2.8,55,-2%,nt,nt,-6%,4%,0.4%,nt,nt,10%,4.5%,
COc1ccc(C(=O)NC(C)c2nccs2)cc1OC1CCN(C(C)C)CC1 (centres undefined),-1.3,69,-2%,nt,nt,-7%,-2%,0.4%,nt,nt,-1%,-2.3%,
CCN1CCN(CCCNC(=O)C2c3ccccc3C(=O)N(c3ccc(OC)cc3)C2c2ccc(OC)cc2)CC1 (centres undefined),0.5,47,1%,-1,8,1%,-2%,0.2%,i,1,12%,-0.8%,

# All compounds of this part, from the start:
SMILES,NTR1 ag,NTR1 ag cell count 20 µM,GPR35 arrestin U2OS,WT yeast gro inh,WT yeast gro inh mutant strain,LYP phosphatase,NS5 inhibitors,K1F lysis inhibition,Autophagy HCS,Autophagy HCS cell loss 18 h,AID2073,RSV antiviral HEp-2,others
Cc1cccc(NS(=O)(=O)c2nnc(NC(=O)c3ccc(C)c(C)c3)s2)c1,2.8,55,-2%,nt,nt,-6%,4%,0.4%,nt,nt,10%,4.5%,
COc1ccc(C(=O)NC(C)c2nccs2)cc1OC1CCN(C(C)C)CC1 (centres undefined),-1.3,69,-2%,nt,nt,-7%,-2%,0.4%,nt,nt,-1%,-2.3%,
CCN1CCN(CCCNC(=O)C2c3ccccc3C(=O)N(c3ccc(OC)cc3)C2c2ccc(OC)cc2)CC1 (centres undefined),0.5,47,1%,-1,8,1%,-2%,0.2%,i,1,12%,-0.8%,
COc1cccc(/C=N/n2nnnc2N)c1O,0.4,43,-1%,nt,nt,-3%,-8%,0.0%,nt,nt,-4%,-0.5%,
COc1ccc(CCN2C(=O)c3ccccc3C2(O)c2ncc[nH]2)cc1OC (centres undefined),-3.3,26,-7%,-1,-8,-6%,-2%,-0.4%,i,-6,8%,-0.6%,
c1ccc(CCNc2ccnc3cc4ccccc4cc23)cc1,nt,nt,-3%,63,73,-12%,10%,-1.2%,i,21,17%,nt,
O=C(NCCc1ccccc1)C1c2ccccc2C(=O)N1C1CC1 (centres undefined),1.2,70,14%,5,23,-2%,-3%,1.9%,i,5,-3%,-0.5%,
O=c1cc(Nc2cccc(Br)c2)[nH]c(=O)[nH]1,-1.3,46,-5%,-5,-15,1%,nt,nt,i,6,10%,-2.1%,
Cc1ccccc1NC(=O)CCS(=O)(=O)c1cccc2nonc12,-0.4,43,11%,nt,nt,0%,-6%,0.4%,nt,nt,9%,-0.4%,
CCN(CC)CC(=O)Nc1sc(C)cc1C(=O)c1ccccc1,4.6,86,-7%,nt,nt,-8%,-9%,0.1%,nt,nt,4%,1.9%,
COc1ccc2oc(C(=O)N3CCN(c4ncccn4)CC3)c(C)c2c1,2.2,63,-8%,nt,nt,-5%,-8%,0.3%[50 µM],nt,nt,19%,2.9%,
Cc1ccc(C(c2nnnn2CS(=O)(=O)c2ccc(C)cc2)N2CCC(C)CC2)cc1 (centres undefined),5.2,94,-2%,24,21,0%,-10%,0.3%,i,-5,3%,1.0%,
CCC(CC)C(=O)Nc1c2c(nn1-c1ccc(F)cc1)CS(=O)(=O)C2,-1.2,55,1%,nt,nt,-4%,-1%,0.1%,nt,nt,-2%,-0.2%,
COc1ccccc1-n1c(C)nnc1SCC(=O)Nc1cccc(C(C)=O)c1,-1.8,95,15%,-2,2,-13%,2%,0.9%,i,4,5%,0.9%,NS5 inhibitors pilot replicate=3.2
CC(=O)c1ccc2c3c(cccc13)CC2,-2.2,52,5%,1,16,4%,-7%,i,i,-4,6%,7.2%,
COc1ccccc1CSc1nc2c(c(=O)n(C)c(=O)n2C)n1C,0.1,93,-13%,nt,nt,-10%,-1%,1.5%,nt,nt,14%,nt,
O=C(NNC(=O)c1sc2cccc(Cl)c2c1Cl)NC1CCCCC1,3.4,62,-6%,20,14,-6%,-3%,3.4%,i,-19,0%,2.3%,
N#Cc1c(CSCC(=O)O)cc(=O)n2c1[nH]c1ccccc12,0.9,49,7%,nt,nt,-8%,16%,0.1%,nt,nt,-1%,-0.7%,
CCn1c2c(c3ccc(OC)cc31)CCCC2=O,0.0,36,-13%,-6,3,6%,9%,0.6%,i,1,-5%,24%,
N#Cc1ccccc1COC(=O)CCCC1=NS(=O)(=O)c2ccccc2N1,-0.1,68,6%,nt,nt,-6%,-8%,-0.2%,nt,nt,8%,1.2%,
Oc1ccc(/C=N/NC(=S)NCCN2CCOCC2)c(O)c1,-0.9,30,-8%,-9,14,13%,-4%,0.4%,i,5,0%,0.7%,
Cc1onc(-c2ccccc2)c1C(=O)NCC1CCCO1 (centres undefined),-0.1,62,-4%,7,5,-9%,8%,1.8%,i,-3,4%,0.5%,
CC(C)COP(=O)(OCC(C)C)C(O)c1ccc2c(c1)OCO2 (centres undefined),-0.5,58,2%,nt,nt,-9%,-7%,0.3%,nt,nt,5%,0.6%,
Cc1ccc(S(=O)(=O)N2CCCC2CNC(=O)c2ccccc2)cc1 (centres undefined),-1.7,75,nt,nt,nt,nt,-5%,0.9%[50 µM],nt,nt,nt,-0.9%,
NNC(=S)NCc1cccnc1,-0.5,51,-10%,-4,-3,-5%,-7%,3.6%,i,0,-11%,1.7%,

# Further records follow.
SMILES,NTR1 ag,NTR1 ag cell count 20 µM,GPR35 arrestin U2OS,WT yeast gro inh,WT yeast gro inh mutant strain,LYP phosphatase,NS5 inhibitors,K1F lysis inhibition,Autophagy HCS,Autophagy HCS cell loss 18 h,AID2073,RSV antiviral HEp-2,others
CCCC(C)NS(=O)(=O)c1ccccc1 (centres undefined),-0.4,31,12%,-5,-6,-2%,-3%,0.5%,i,-3,-4%,0.8%,
O=C(NC(Cc1c[nH]c2ccccc12)C(=O)NCCCN1CCOCC1)c1cccs1 (centres undefined),2.8,39,-8%,-12,14,-2%,2%,-0.3%,i,22,0%,-2.0%,
CCOC(CCNC(=O)c1cc2c(=O)[nH]c3ccccc3c2s1)OCC,1.8,91,2%,nt,nt,-9%,-5%,0.2%,nt,nt,7%,0.2%,
COc1cccc(/C=N/n2c(C3CCCCC3)n[nH]c2=S)c1,5.8,79,7%,nt,nt,-5%,-3%,-0.1%,nt,nt,-33%,1.6%,
COCCn1nnnc1C(c1ccccc1OC)N1CCc2ccccc2C1 (centres undefined),-0.3,50,nt,nt,nt,nt,-4%,2.5%[50 µM],i,7,nt,1.9%,
COC(=O)Cn1cc(/C=N/NC(=O)COc2cccc3cccnc23)c2ccccc21,1.8,68,-9%,-16,-14,-11%,-1%,7.4%,i,-1,13%,1.9%,
Cc1ccc2c(c1)N(CC(=O)N1CCCc3ccccc31)C(=O)C(C)O2 (centres undefined),-0.3,68,6%,7,1,-8%,0%,-2.0%,i,36,-8%,0.4%,
FC(F)(F)c1ccc2c(c1)n(Cc1ccccc1)c1[n+]2CCCCC1,1.6,66,5%,18,13,-10%,-19%,0.1%,i,-8,-6%,-1.3%,
CC(C)NC(=S)N(C)C1(c2ccccc2Cl)CCCCC1=O (centres undefined),-1.0,80,10%,3,-3,-8%,-5%,0.1%,i,-13,-8%,1.5%,
O=C(CN(Cc1ccco1)C(=O)c1ccccc1F)Nc1ccccc1C(F)(F)F,1.0,58,nt,nt,nt,nt,-10%,-0.2%[50 µM],nt,nt,nt,-0.6%,
OCCN1CCN(CCCc2c3c(cc4c2CCC4)CCC3)CC1,0.5,59,-11%,-9,0,0%,0%,2.2%[50 µM],i,4,4%,0.4%,
O=C(CCc1ccccc1)Nc1ccnn1C1CCN(Cc2ccc(OCCO)cc2)CC1,-1.2,35,6%,nt,nt,-9%,-2%,0.2%,nt,nt,-5%,-1.0%,
Cc1cc(=O)oc2cc(NC(=O)c3cccc(S(=O)(=O)N(C)C)c3)ccc12,2.9,31,-4%,nt,nt,-10%,1%,0.2%,nt,nt,28%,1.6%,
COc1cccc(OCc2cc(C(=O)N(Cc3ccccc3)CC3CC3)no2)c1,1.3,55,-10%,nt,nt,-2%,3%,1.4%,nt,nt,12%,7.6%,
COCCn1c(SCC(=O)N2CC(=O)Nc3ccccc32)nnc1-c1ccoc1C,0.0,70,5%,15,8,-9%,-12%,-0.3%,i,0,2%,0.1%,
CCC1=Nc2cc(C(=O)NCCCN3CCOCC3)ccc2Sc2ccccc21,0.4,51,12%,nt,nt,-11%,-1%,0.2%,nt,nt,-5%,0.0%,
CCCn1cnc2sc(C(N)=O)c(C)c2c1=O,1.4,64,-7%,-13,-28,-3%,1%,1.5%,i,-13,24%,1.9%,
Cc1ccc(CNC(=O)Nc2ccc(Cl)cc2)cc1,0.4,54,2%,nt,nt,-8%,-10%,0.1%,nt,nt,10%,2.2%,
CC1Cc2ccccc2N1CC(=O)NCc1ccccc1Cl (centres undefined),0.5,44,-9%,-6,12,-4%,-4%,7.5%,i,-1,11%,5.8%,
Cc1cc(/C=C2/NC(=O)N(Cc3ccccc3F)C2=O)c(C)n1-c1ccccn1,1.5,79,-6%,0,21,4%,-22%,0.0%,i,13,4%,-1.1%,
Cc1csc2c(=O)sc(NC(=O)c3ccc(F)cc3)nc12,-0.1,70,11%,nt,nt,0%,nt,nt,nt,nt,20%,49%,
Cc1nn(Cc2ccc(F)cc2)c(C)c1NC(=O)c1cnn2cccnc12,2.4,50,-4%,-3,1,-11%,2%,3.4%,i,-7,5%,1.2%,
Cc1occc1-c1nnc(SCC(=O)NC(C)(C)C)n1CC(C)C,-1.2,77,8%,-10,1,-7%,5%,1.1%,i,-1,10%,-1.0%,
CC(=O)N=c1c(C#N)cc2c(=O)n3cccc(C)c3nc2n1Cc1ccco1,1.7,67,-3%,nt,nt,-42%,nt,nt,nt,nt,32%,2.1%,
O=C(c1ccc(F)cc1)N1CCN(c2cc(=O)[nH]nc2-c2ccccc2)CC1,-0.1,90,-1%,0,0,1%,5%,0.5%,i,-6,6%,1.6%,

# A section taken from the entries so far, as a working copy:
SMILES,NTR1 ag,NTR1 ag cell count 20 µM,GPR35 arrestin U2OS,WT yeast gro inh,WT yeast gro inh mutant strain,LYP phosphatase,NS5 inhibitors,K1F lysis inhibition,Autophagy HCS,Autophagy HCS cell loss 18 h,AID2073,RSV antiviral HEp-2,others
COC(=O)Cn1cc(/C=N/NC(=O)COc2cccc3cccnc23)c2ccccc21,1.8,68,-9%,-16,-14,-11%,-1%,7.4%,i,-1,13%,1.9%,
Cc1ccc2c(c1)N(CC(=O)N1CCCc3ccccc31)C(=O)C(C)O2 (centres undefined),-0.3,68,6%,7,1,-8%,0%,-2.0%,i,36,-8%,0.4%,
FC(F)(F)c1ccc2c(c1)n(Cc1ccccc1)c1[n+]2CCCCC1,1.6,66,5%,18,13,-10%,-19%,0.1%,i,-8,-6%,-1.3%,
CC(C)NC(=S)N(C)C1(c2ccccc2Cl)CCCCC1=O (centres undefined),-1.0,80,10%,3,-3,-8%,-5%,0.1%,i,-13,-8%,1.5%,

# Screening results deposited in PubChem BioAssay by several laboratories.
